ARNT-TACC3 inh: disrupts binding between human ARNT and TACC3. Q9Y6A5. AlphaScreen His-ARNT PAS-B/GST-TACC3 binding, luminescence; TACC3 fragment carries E629A point mutation. inhibition, % at 9.99 µM. 0.66% of 390,000 active;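 active = mean inhibition of replicates at least 50% and at least half of replicates each reaching 50%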;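 also: 0% = complete ARNT plus TACC3 wells and 100% = ARNT alone without TACC3; many hits fall short of the cut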
SIRT5 inh: sirtuin-5 (human) deacylase inhibition. Q9NXA8. Purified SirT5, succinyl-peptide AMC, trypsin-coupled fluorescence. inhibition, % at 15 µM. 1.1% of 330,000 active. AID 652115; in the data active = inhibition above about 15%
Target sequence (Q9NXA8 whole entry, looked up): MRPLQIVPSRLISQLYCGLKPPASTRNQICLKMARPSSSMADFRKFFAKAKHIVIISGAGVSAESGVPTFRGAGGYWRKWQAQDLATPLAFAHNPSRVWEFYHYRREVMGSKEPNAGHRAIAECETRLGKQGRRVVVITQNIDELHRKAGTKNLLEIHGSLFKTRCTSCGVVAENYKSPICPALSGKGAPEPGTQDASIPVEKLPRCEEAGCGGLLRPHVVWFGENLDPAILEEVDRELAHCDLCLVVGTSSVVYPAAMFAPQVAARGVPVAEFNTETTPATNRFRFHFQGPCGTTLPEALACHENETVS
Cneo AK release: causes C. neoformans cell lysis. lysis activity, % at 15 µM. AID 651654. adenylate kinase release luminescence, 4 h; normalised: neutral wells 0, clomiphene wells 100. 0.2% of 360,000 active;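 active = mean lysis activity across replicates of at least 80%, whatever share of replicates individually reach that level; inactive = mean lysis activity below 80%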
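Signal: Adenylate kinase release luminescence | Assay system: Log-phase Cryptococcus neoformans yeast cells | Input: Cells at 5 × 10^6 per mL | Buffer or medium: Fresh YPD growth medium | Compound: Single dose | Schedule: Static 4 h at 37 °C with compound, 1 h detection | Controls: Clomiphene | Read-out: Luminescence rise reflecting yeast cell lysis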
ERp5 inh: inhibitors of human ERp5. inhibition, % at 9.99 µM. Q15084. ERp5 insulin aggregation, absorbance 650 nm, 90 min. 0.05% of 350,000 active;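 active = mean replicate inhibition above about 25%, with every replicate also reaching it, limit read from the data, passing the limit was not always enough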
Target sequence (Q15084 whole entry, looked up): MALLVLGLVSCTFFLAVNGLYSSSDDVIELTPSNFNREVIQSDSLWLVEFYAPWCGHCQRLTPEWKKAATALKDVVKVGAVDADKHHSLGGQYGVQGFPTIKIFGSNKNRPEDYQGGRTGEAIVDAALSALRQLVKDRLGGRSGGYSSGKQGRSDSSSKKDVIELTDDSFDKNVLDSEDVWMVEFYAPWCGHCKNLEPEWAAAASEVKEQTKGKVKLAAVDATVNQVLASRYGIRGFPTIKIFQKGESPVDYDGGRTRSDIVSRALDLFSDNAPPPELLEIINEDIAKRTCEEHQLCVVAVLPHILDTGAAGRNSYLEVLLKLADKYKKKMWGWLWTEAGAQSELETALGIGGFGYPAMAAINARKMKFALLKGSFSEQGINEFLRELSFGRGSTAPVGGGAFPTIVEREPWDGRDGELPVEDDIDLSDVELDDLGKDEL
miR-122 sensor: inhibitors of miR-122 in Huh7 cells; Huh7 miR-122 Renilla luciferase sensor, 48 h; neutral wells = 0, positive control = 100; activation (reporter increase), % at 12.5 µM; 0.3% of 340,000 active;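 active = mean replicate activation score at least 90 and every replicate individually at or above 90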;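 also: higher luciferase means less miR-122 activity so hits act as miR-122 inhibitors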
esBAF inh: blocks esBAF chromatin remodeling in mouse ES cells; Bmi1-luciferase knock-in reporter, 24 h; 100% = twice the neutral-well signal; reporter increase, % at 12.5 µM; 2% of 350,000 active; in the data active = activation above about 40%;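 also: 0% = median of the plate's neutral control wells and 100% = double that signal; a rise in the Bmi1 reporter signal indicates esBAF inhibition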
Statin myotox sup: suppressors of simvastatin-induced myotoxicity in C2C12 myotubes. ATP luminescence, 48 h; scaled: DMSO 0, geranylgeraniol control 100. rescue of ATP level, % at 7.49 µM. 0.78% of 330,000 active;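 active = mean ATP rescue above about 67%, or every replicate alone reaching that limit, limit read from the data, passing the limit was not always enough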;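 also: myotubes were challenged with 10 µM simvastatin during compound exposure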
An asterisk follows results filed as active; . = not tested or not shown; [ ] = dose if it differs, or a comment.

Compound | ARNT-TACC3 inh | SIRT5 inh | Cneo AK release | ERp5 inh | miR-122 sensor | esBAF inh | Statin myotox sup
COc1cc(C)ccc1OCCCOc1c(Cl)cccc1Cl | -36.9 | -1.1 | -1.8 | 1.4 | -3.8 | . | .
Cc1cc(C(F)F)n2ncc(C(=O)N3CCCCC3)c2n1 | 8.9 | . | -1.7 | . | -5.4 | 2.3 | -0.4
Cc1ccc(S(=O)(=O)Nc2cccc(-c3ccc(N4CCCCCC4)nn3)c2)cc1 | -3.1 | 4.2 | -1.3 | -3.1 | 35.3 | 66.7* | 2.4
CN(Cc1cnn(C)c1)C(=O)c1cc(COc2c(F)cccc2F)on1 | -2.5 | -0.9 | -9.4 | 4.5 | -4.8 | 46.7* | 7.0
COc1ccc(-n2ccnc2)cc1 | 11.0 | -1.2 | -3.0 | 5.0 | . | . | .
CCOCCCNC(=O)C(NC(=O)C1CCC(=O)N1)c1ccc(C)cc1 (stereo not drawn) | -4.3 | . | 0.6 | . | -4.8 | -1.9 | -1.0
CCCNC(=O)C[C@@H]1CC[C@@H]2[C@H](COC[C@H](O)CN2C(=O)c2cccnc2)O1 | -0.1 | -0.3 | 3.0 | -6.0 | -5.7[16.7 µM] | 1.4 | -5.8
O=C(C[C@H]1CC[C@H]2[C@@H](COC[C@H](O)CN2C(=O)c2ccccc2F)O1)NCc1ccccc1 | -1.8 | -0.6 | -0.6 | -1.0 | 8.4[16.7 µM] | 0.0 | 3.4
COc1ccc(Cc2nnc(NS(C)(=O)=O)s2)cc1 | -4.2 | 0.5 | . | 3.6 | 0.9 | . | .
CN(C)c1ccc(NC(=O)c2cnsn2)cc1 | -3.6 | -3.3 | -2.0 | 6.8 | -5.2 | -45.2 | -4.1
Cc1ccc(CNc2c(C=O)c(=O)[nH]c3ccccc23)cc1 | -4.1 | -1.2 | 3.2 | -8.4 | -3.2 | -0.6 | 2.9
O=c1onc(-c2cccs2)n1Cc1ccccc1 | -4.5 | . | -0.1 | . | -7.9 | 4.3 | 2.3
COc1ccccc1NC(=O)COc1ccc(C(=O)OCC(=O)NC(C)(C)C)cc1OC | -10.6 | -3.3 | . | -1.3 | . | . | .
CCCCN=C1N/C(=C\c2ccco2)C(=O)N1c1ccccc1 | 9.5 | . | -8.1 | . | . | 2.3 | 13.9
COc1ccc(CCCNC(=O)C2CCC(=O)N(CCc3cccc(F)c3)C2)cc1 (stereo not drawn) | -2.3 | -6.6 | 0.5 | 4.2 | -7.2 | -2.4 | 1.6
Cc1cc(NC(=O)CSc2nc3c(C)cccc3cc2C)no1 | -4.7 | -0.8 | -2.0 | -5.6 | . | 1.7 | 2.5
O=C(C[C@H]1C[C@@H]2c3cc(NC(=O)Nc4ccccc4)ccc3O[C@@H]2[C@H](CO)O1)NCc1cccnc1 | 0.0 | . | -0.5 | . | -0.1[16.7 µM] | 6.1 | 2.9
COc1ccccc1CNC(=O)CCCN1C(=O)COc2ccc(C)cc21 | 0.6 | . | -1.3 | . | -2.3 | -6.3 | 29.2
COCCNC(=O)C(c1cccs1)N(C(=O)Cn1nnc2ccccc21)c1ccc(OC)cc1 (stereo not drawn) | -3.2 | . | -1.8 | . | 3.4 | -44.0 | -8.1
Cc1nc2nc(CNC(=O)OC(C)(C)C)nn2c(C)c1CCC(=O)Nc1ccc2c(c1)OCO2 | 9.2 | -2.1 | -5.8 | 1.5 | -0.1 | 19.4 | 9.5
COc1ccc(N2CCN(C(=O)CCCCCn3c(=S)[nH]c4cc5c(cc4c3=O)OCO5)CC2)cc1 | -5.7 | . | -1.2 | . | 2.9 | -3.4 | -18.8
CO[C@H]1CN(C)C(=O)c2cc(NC(=O)c3ccccc3F)ccc2OC[C@H](C)N(C)C[C@H]1C | 1.3 | -14.5 | 1.8 | 0.5 | 10.0[16.7 µM] | 2.4 | -3.9
S=C(NCCN1CCCCC1)Nc1ccccc1 | 28.4 | -1.2 | . | 5.8 | -1.3 | -2.4 | -4.2
NNc1nc(-c2ccccc2)cc(-c2ccccc2)n1 | -4.9 | 4.3 | . | -5.6 | . | . | .
O=C(N[C@H]1CC[C@H](CCn2cc(C3CC3)nn2)O[C@H]1CO)c1cccnc1 | -12.7 | 3.0 | 55.1 | -2.3 | 1.4[16.7 µM] | -2.9 | 4.4
Cn1cnc([N+](=O)[O-])c1SCCO | -3.4 | 0.1 | 0.3 | 3.4 | 0.9 | . | .
Cc1cc(OC(=O)c2ccccc2Cl)cc(=O)n1C | -3.5 | . | -0.9 | . | 0.5 | -1.8 | -12.2
CN1OC[C@@H]2CN(C(=O)c3cccc4ccccc34)[C@H](c3ccc(N4CCCCC4)cc3)C[C@@H]21 | . | -8.3 | -1.1 | 0.4 | -4.7 | -0.6 | -1.7
O=C(c1ccc(Cl)c(F)c1F)N1CCCC1 | -4.6 | . | -2.9 | . | -6.9 | -8.1 | 10.8
CNCc1ccccc1Sc1ccc(OC)cc1 | 5.5 | . | -0.2 | . | 4.4 | -0.4 | -5.5
N=c1oc2cc(O)ccc2cc1C(=O)Nc1ccc(F)cc1 | -20.0 | -51.3 | -3.9 | -1.3 | 4.3 | 16.4 | -6.5
CC1(C)Cc2ccccc2-c2nnc(SCc3ccc(C#N)cc3)n21 | -3.2 | . | -2.3 | . | -14.1 | 3.1 | -3.1
COc1ccccc1-c1nc(C#N)c(N2CCC(Cc3ccccc3)CC2)o1 | 6.4 | . | 0.5 | . | -4.0 | 2.2 | .
CC(=O)N(CCC1(C(C)C)CCOC(C)(C)C1)Cc1ccco1 (stereo not drawn) | -15.0 | . | 0.5 | . | -7.3 | -9.0 | 0.4
COc1cc(NC(=S)NCc2ccc(S(N)(=O)=O)cc2)c(OC)cc1Cl | 0.4 | -4.8 | . | 3.1 | . | . | .
COc1ccc(C#Cc2cccc(-c3nc(C(=O)NCCCN4CCOCC4)cc4c3[C@@H](CCO)N(S(=O)C(C)(C)C)C4)c2)cc1OC (stereo partly drawn) | 3.2 | 2.9 | 4.3 | -0.7 | . | 2.8 | .
CSCc1c(C(=O)NC2CCCc3ccccc32)oc2ccccc12 (stereo not drawn) | -28.3 | . | 0.3 | . | -3.7 | 11.2 | 102.4*
Nc1nc(SCC(=O)NCc2ccco2)[nH]c(=O)c1-c1ccccc1 | -8.3 | . | 0.5 | . | -1.7 | 5.6 | 4.2
Clc1ccc(CNC2CCN(Cc3ccccc3)CC2)cc1 | 0.4 | -0.6 | 8.0 | -1.6 | -4.3 | -15.6 | 0.1
Cc1cccc2sc(N(CCN3CCOCC3)C(=O)CCS(=O)(=O)c3ccccc3)nc12 | 1.1 | -2.5 | -2.1 | 1.2 | -5.7 | 4.6 | 0.2

Going on with the list:
| structure | ARNT-TACC3 inh | SIRT5 inh | Cneo AK release | ERp5 inh | miR-122 sensor | esBAF inh | Statin myotox sup |
| --- | --- | --- | --- | --- | --- | --- | --- |
| CC(C)C#Cc1ccc2c(c1)O[C@H](CN(C)Cc1ccncc1)[C@@H](C)CN([C@@H](C)CO)S2(=O)=O | 3.5 | . | -2.3 | . | 17.6[16.7 µM] | -9.2 | -45.0 |
| COc1cccc(S(=O)(=O)NCc2ccc(C(=O)NCC3CCCO3)cc2)c1 (stereo not drawn) | 10.0 | . | -0.7 | . | 3.4 | -2.1 | 34.2 |
| COc1ccc(C(O)P(=O)(OCc2ccccc2)c2ccc(N(C)C)cc2)cc1 (stereo not drawn) | -7.1 | -3.3 | -3.6 | 0.6 | 6.0 | . | . |
| CCc1cc2cc(C)c(C)cc2nc1SCC(=O)NNC(=O)c1ccco1 | -0.7 | 0.9 | . | 0.4 | . | . | . |
| COc1ccccc1-c1cn(CC[C@H]2CC[C@H](NC(=O)Cc3ccccn3)[C@H](CO)O2)nn1 | 15.8 | 1.1 | -1.5 | -10.2 | . | 0.4 | 2.8 |
| CCNC(=O)C[C@@H]1CC[C@@H]2[C@H](COc3ccc(NC(=O)Nc4ccc(F)cc4)cc3C(=O)N2C)O1 | -5.3 | -0.4 | 1.4 | -6.5 | -16.7[16.7 µM] | -7.2 | -8.6 |
| COCCn1cc(-c2csc(N)n2)c2ccccc21 | -9.5 | -4.2 | -0.7 | -1.6 | 2.9 | -5.9 | -0.5 |
| CCn1c(CN2CCN(c3cccc(C)c3C)CC2)n[nH]c1=S | -0.7 | -1.5 | . | -1.8 | . | . | . |

One compound at a time, as listed above:
`COc1ccc(C(O)P(=O)(OCc2ccccc2)c2ccc(N(C)C)cc2)cc1` (stereo not drawn) in the list: ARNT-TACC3 inh = -7.1; SIRT5 inh = -3.3; Cneo AK release = -3.6; ERp5 inh = 0.6; miR-122 sensor = 6.0; esBAF inh = .; Statin myotox sup = .
`COCCn1cc(-c2csc(N)n2)c2ccccc21` in the list: ARNT-TACC3 inh = -9.5; SIRT5 inh = -4.2; Cneo AK release = -0.7; ERp5 inh = -1.6; miR-122 sensor = 2.9; esBAF inh = -5.9; Statin myotox sup = -0.5
`CCn1c(CN2CCN(c3cccc(C)c3C)CC2)n[nH]c1=S` in the list: ARNT-TACC3 inh = -0.7; SIRT5 inh = -1.5; Cneo AK release = .; ERp5 inh = -1.8; miR-122 sensor = .; esBAF inh = .; Statin myotox sup = .

Continuation.
| structure | ARNT-TACC3 inh | SIRT5 inh | Cneo AK release | ERp5 inh | miR-122 sensor | esBAF inh | Statin myotox sup |
| --- | --- | --- | --- | --- | --- | --- | --- |
| Cc1c(N2C(=O)/C(=C\c3ccc(N(C)C)cc3)N(C)C2=S)c(=O)n(-c2ccccc2)n1C | 6.3 | . | . | . | -8.7 | -7.1 | 4.9 |
| O=C(CCNS(=O)(=O)c1cccs1)Nc1nccs1 | -2.7 | . | 0.0 | . | -0.8 | 0.8 | 4.6 |
| C[C@H]1CN([C@@H](C)CO)S(=O)(=O)c2ccc(-c3ccc(F)cc3)cc2O[C@@H]1CN(C)C | 3.8 | -4.5 | 0.9 | 6.5 | 1.1[16.7 µM] | -0.6 | -20.6 |
| CCN(CC(=O)Nc1ccccc1C(F)(F)F)C(=O)CCOc1ccc(C)cc1 | 3.8 | -2.3 | 1.5 | -1.9 | 7.2 | -5.6 | 1.5 |
| CCCn1c(=O)c(C(=O)NNC(=O)c2ccccc2Cl)c(O)c2ccccc21 | -0.5 | 1.3 | -0.1 | 0.8 | 0.5 | -1.2 | 45.4 |
| Cc1cc(C)cc(NC(=O)N2CCN(C/C=C/c3ccccc3)CC2)c1 | -3.5 | -0.1 | . | 0.2 | -5.6 | -8.2 | 10.0 |
| COc1ccc(N2C(=O)C3NN=C(C(=O)OCc4ccccc4)C3C2=O)cc1 (stereo not drawn) | 0.4 | 2.2 | 10.0 | -2.8 | -2.9 | -7.5 | -2.7 |
| O=C(CN1CCOCC1)N[C@H]1CC[C@H](CCn2cc(C3CCCCC3)nn2)O[C@H]1CO | -14.3 | 7.8 | 2.0 | -4.5 | . | 0.2 | 6.7 |
| CC1CC(C)CN(C(=O)COC(=O)CCc2nc3ccccc3c(=O)[nH]2)C1 (stereo not drawn) | -7.3 | . | -1.2 | . | 2.6 | -0.8 | 4.4 |
| Cc1ccc2cc(CN(CCCO)S(=O)(=O)c3ccccc3F)c(=O)[nH]c2c1C | 7.8 | -1.7 | 4.9 | -3.6 | -0.3 | -8.0 | -15.2 |
| CC(C)C#Cc1ccc([C@@H]2[C@@H](CO)N3CCCCN(S(=O)(=O)Cc4ccccc4)C[C@H]23)cc1 | 2.6 | 1.7 | 1.8 | -1.0 | 5.9[16.7 µM] | . | . |
| COc1cccc(S(=O)(=O)N2CCCCN3[C@@H](CO)[C@H](c4ccc(-c5ccccc5)cc4)[C@@H]3C2)c1 | -5.7 | 2.7 | -1.3 | -5.1 | -0.6[16.7 µM] | . | . |
